Screens: PubChem, The Scripps Research Institute Molecular Screening Center
GPR151 ag: activates the human receptor GPR151; PathHunter beta-arrestin GPR151 cells, luminescence; activation, % at 11.2 µM; hit rate 1% among 650,000; AID 1508602; in the data active = activation above about 4.9%;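 note: 0% = median of compound wells and 100% = cells with positive control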
Target sequence (Q8TDV0 whole entry, looked up): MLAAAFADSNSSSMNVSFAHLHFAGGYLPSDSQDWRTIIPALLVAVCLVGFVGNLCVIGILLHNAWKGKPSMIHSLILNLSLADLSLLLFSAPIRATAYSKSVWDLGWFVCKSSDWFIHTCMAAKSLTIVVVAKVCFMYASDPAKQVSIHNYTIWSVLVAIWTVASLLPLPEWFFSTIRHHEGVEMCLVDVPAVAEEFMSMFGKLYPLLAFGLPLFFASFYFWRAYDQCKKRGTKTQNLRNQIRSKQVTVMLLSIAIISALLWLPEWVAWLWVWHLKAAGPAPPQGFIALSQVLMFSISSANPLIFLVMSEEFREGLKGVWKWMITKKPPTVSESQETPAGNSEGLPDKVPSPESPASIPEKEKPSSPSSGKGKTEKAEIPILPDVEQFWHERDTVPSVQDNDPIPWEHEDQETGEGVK
FBW7 act: activators of human E3 ligase FBW7. hit rate 0.13% among 650,000. normalized activity (activation), % at 26.1 µM. AlphaScreen FBW7–phospho-cyclin E peptide binding, activator screen. Q969H0. AID 1259310; in the data active = normalized activity above about 1.9%;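 note: purified mutant Fbw7 with reduced substrate affinity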
MITF inh: human MITF inhibition, primary screen; hit rate 0.91% among 650,000; O75030; inhibition, % at 2.6 µM; AlphaScreen MITF homodimerization, bead proximity signal; AID 1259374; in the data active = inhibition above about 50%;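 note: 0% = vehicle wells with protein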
Target sequence (O75030 whole entry, looked up): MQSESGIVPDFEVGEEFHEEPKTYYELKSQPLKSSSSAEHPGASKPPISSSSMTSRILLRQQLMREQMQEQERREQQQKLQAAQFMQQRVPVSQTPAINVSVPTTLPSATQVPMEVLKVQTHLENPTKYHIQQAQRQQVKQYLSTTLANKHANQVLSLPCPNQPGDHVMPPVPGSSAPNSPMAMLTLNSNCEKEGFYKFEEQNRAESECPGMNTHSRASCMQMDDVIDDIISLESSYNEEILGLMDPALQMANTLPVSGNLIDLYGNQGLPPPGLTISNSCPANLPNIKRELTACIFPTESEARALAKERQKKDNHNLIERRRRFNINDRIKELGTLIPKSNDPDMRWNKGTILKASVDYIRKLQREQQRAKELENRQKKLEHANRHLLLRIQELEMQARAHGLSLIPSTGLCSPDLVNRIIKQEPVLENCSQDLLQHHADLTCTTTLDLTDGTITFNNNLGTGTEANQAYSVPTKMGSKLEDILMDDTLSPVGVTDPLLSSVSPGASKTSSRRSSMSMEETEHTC
TEAD-YAP block: TEAD-YAP interaction inhibition; inhibition, % at 9.12 µM; HEK-TIYL cells, TEAD-Gal4/YAP UAS-luciferase luminescence; hit rate 1.4% among 640,000; in the data active = inhibition above about 32%;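 note: 0% = median of test compound wells and 100% = reference inhibitor wells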
Numbers without * were called inactive; & = joins results of further samples.

SMILES	GPR151 ag	FBW7 act	MITF inh	TEAD-YAP block
C=CCSc1nc2ccc(C)cc2[nH]1	-1.3	-0.1	1	-61
Nc1nc(SC(c2ccccc2)c2ccccc2)nc2sc3c(c12)CCCC3	0.3	-0.1	5	5
Cc1cc(C(=O)COC(=O)c2ccc(N)c([N+](=O)[O-])c2)c(C)n1-c1ccc2c(c1)OCO2	1.6	-0.1	4	4
O=[N+]([O-])c1cc(Oc2ccc(F)cc2)cc(Oc2ccc(F)cc2)c1	-0.3	-0.1	-3	-11
O=C(COc1cccc(C(F)(F)F)c1)Nc1ncc(Cc2ccc(Cl)cc2)s1	-0.7	0.7	-2	-11
COc1ccc(C2C(C(=O)NCc3ccc(F)cc3)CCC(=O)N2c2ccc(OC)cc2)cc1 (stereo not given)	-0.5	0.0	-12	0
CC(C)Oc1ccc(NC(=O)C(F)(F)F)cc1	-1.1	-0.1	-12	7
CC(=O)c1cccc(NC(=O)CCCn2c(C)c3cnn(-c4ccccc4)c(=O)c3c2C)c1	-0.7	0.0	-2	6
Cc1cccc(CN2CCN(CC(=O)N3CCCC3)C2=O)c1	-0.3	0.1	0	2
COC(=O)C1=C(N)Oc2cc(C)oc(=O)c2C1c1ccc(Cl)cc1Cl (stereo not given)	0.9	0.0	3	-19

Next section; it opens with the 4 that closed the last part.
SMILES	GPR151 ag	FBW7 act	MITF inh	TEAD-YAP block
CC(C)Oc1ccc(NC(=O)C(F)(F)F)cc1	-1.1	-0.1	-12	7
CC(=O)c1cccc(NC(=O)CCCn2c(C)c3cnn(-c4ccccc4)c(=O)c3c2C)c1	-0.7	0.0	-2	6
Cc1cccc(CN2CCN(CC(=O)N3CCCC3)C2=O)c1	-0.3	0.1	0	2
COC(=O)C1=C(N)Oc2cc(C)oc(=O)c2C1c1ccc(Cl)cc1Cl (stereo not given)	0.9	0.0	3	-19
COC(=O)C1=CN(CC2CCCO2)C=C(C(=O)OC)C1c1cccc(O)c1 (stereo not given)	0.3	0.0	11	3
CCCCn1c(=NC(=O)c2cccnc2)c(C(=O)OCC)cc2c(=O)n3ccccc3nc21	-0.7	0.4	19	4
CCCn1c2ccccc2c2nnc(SC(C)C)nc21	-0.3	-0.1	0	-36
Nc1cccc(-c2cncc(C(=O)NCc3ccccc3)c2)c1	0.0	-0.1	-2	-1
Cc1cccc(NC(=O)C2CC(=O)N(CCc3ccccc3)C(=Nc3ccc(F)cc3)S2)c1 (stereo not given)	0.2	0.0	-10	1
CCC(=O)N1CCc2cc(S(=O)(=O)NCCC(=O)Nc3cc(C)cc(C)c3)ccc21	0.0	-0.2	3	19
O=[N+]([O-])c1cccc(C2Nc3ccc(Br)cc3C3C=CCC32)c1 (stereo not given)	1.3	-0.1	3	28
CC(=O)C1=C(O)C(=O)N(c2nc3ccccc3s2)C1c1ccc2c(c1)OCO2 (stereo not given)	-2.5	0.2	16	-90
Oc1ccc2c(c1)C1CCCC1(N1CCOCC1)O2 (stereo not given)	1.2	-0.4	70*	8
O=C(CCC1CCN(C(=O)C2CC(=O)c3ccccc32)CC1)Nc1ccccc1 (stereo not given)	2.5	0.0	7	-2

Individual results from the results shown.
CCCn1c2ccccc2c2nnc(SC(C)C)nc21 – TEAD-YAP block = -36
Oc1ccc2c(c1)C1CCCC1(N1CCOCC1)O2 (stereo not given) – TEAD-YAP block = 8
CCC(=O)N1CCc2cc(S(=O)(=O)NCCC(=O)Nc3cc(C)cc(C)c3)ccc21 – TEAD-YAP block = 19
O=C(CCC1CCN(C(=O)C2CC(=O)c3ccccc32)CC1)Nc1ccccc1 (stereo not given) – FBW7 act = 0.0
O=[N+]([O-])c1cccc(C2Nc3ccc(Br)cc3C3C=CCC32)c1 (stereo not given) – MITF inh = 3
CC(=O)C1=C(O)C(=O)N(c2nc3ccccc3s2)C1c1ccc2c(c1)OCO2 (stereo not given) – MITF inh = 16

Retrieved one by one from the entries so far (2):
SMILES	GPR151 ag	FBW7 act	MITF inh	TEAD-YAP block
Cc1cccc(NC(=O)C2CC(=O)N(CCc3ccccc3)C(=Nc3ccc(F)cc3)S2)c1 (stereo not given)	0.2	0.0	-10	1
CCCCn1c(=NC(=O)c2cccnc2)c(C(=O)OCC)cc2c(=O)n3ccccc3nc21	-0.7	0.4	19	4

Additional entries follow:
SMILES	GPR151 ag	FBW7 act	MITF inh	TEAD-YAP block
Cc1cc(C)c(S(=O)(=O)Nc2ccc3c(c2)C(=O)NCCO3)c(C)c1	-0.6	-0.1	9	-13
COc1ccc(C2CC(C(F)(F)F)n3nc(C(=O)Nc4ccc(C)c(Cl)c4)cc3N2)cc1 (stereo not given)	0.9	-0.1	-2	5
CC1CCc2c(sc3nc(SCC(=O)N4CCOCC4)n(-c4ccccc4)c(=O)c23)C1 (stereo not given)	1.1	0.3	9	-2
Cc1cc(C)c(S(=O)(=O)NCc2csc(-c3cccnc3)n2)c(C)c1	-0.7	1.3	22	-13
CN1CCN(c2ccc(-c3nc(NCc4ccccc4)c4ncn(-c5ccsc5)c4n3)cc2)CC1	0.0	-0.2	5	4
COc1ccc(-c2nc3ncnc(NC4CC4)c3[nH]2)cn1	0.6	0.0	1	8
CCN(CC)c1ccc(Nc2nc3ccccc3n3nnnc23)c(C)c1	1.6	0.2	3	-23
Cc1ccc(Nc2nc(-c3ccccc3O)nc3ccccc23)cc1	1.3	0.1	4	3
CC(C)Oc1cccc(C(=O)Nc2ccc(Cl)c(-c3nc4ncccc4o3)c2)c1	-1.2	0.2	12	-20
CN(CC(=O)NCCC1=CCCCC1)S(=O)(=O)c1ccc(Cl)c([N+](=O)[O-])c1	-1.5	0.0	0	-2
COc1ccccc1N1CCN(C2CCCN(Cc3cnc(N)nc3)C2)CC1 (stereo not given)	0.9	-0.1	3	-1
COc1nc(N2CCCC2)nc(-n2cc(-c3ccccc3)nn2)n1	-0.5	0.0	1	-12
O=C(CCC(=O)c1cccs1)OCC(=O)c1ccc2c(c1)OCCO2	1.1	0.1	1	-5
CCn1c(=O)c(C(=O)NCCc2ccccc2)c(O)c2ccccc21	-0.8	-0.1	-7	6
O=C(NCCc1ccccc1)C(=O)NCc1cccnc1	0.7	0.3	6	6
Cc1ccc2c(c1)c(=O)c1ccccc1n2CC(=O)Nc1ccc(Oc2ccccc2)cc1	-0.8	0.1	-1	1
Cc1ccc([N+](=O)[O-])cc1S(=O)(=O)n1cnc2ccccc21	-0.7	0.0	0	-11
O=C(c1ccc(F)cc1)n1nc(-c2cccnc2)nc1NCc1ccccc1	2.1	0.6	8	-14
C=CCn1c(SCC)nc2c1c(=O)[nH]c(=O)n2C	-0.1	0.1	-7	-12
COc1ccc(N(CC(=O)NCc2ccccc2C)S(C)(=O)=O)cc1Cl	2.1	-0.5	-1	-18
FC(F)(F)c1cccc(-c2nc3ccccc3[nH]2)c1	0.5	0.3	-16	-58
Cc1ccc(NC(=O)CN(c2ccc(Cl)cc2Cl)S(=O)(=O)c2ccccc2)cc1C	2.5	-0.1	0	3
COc1cc(C2C(C(=O)N3CCOCC3)=C(C)NC3=C2C(=O)CC(C)(C)C3)cc(Br)c1O (stereo not given)	1.4	-0.1	2	6
O=C(CC1NC(=O)c2ccccc21)NC1(c2ccc(F)cc2)CCCC1 (stereo not given)	0.1	0.5	-4	-1
Clc1cccc(OCCCn2ccnc2)c1	-0.7	0.9	11	-1
CN1CCC(N(C)Cc2ccc3ccccc3c2)CC1	-0.8	0.0	30	-9
Cc1ccc(/C=C/C(=O)NC2CCS(=O)(=O)C2)cc1 (stereo not given)	0.2	-0.1	-3	-13
Cc1cc2c(c(-c3cnccn3)c1)OC(CNC(=O)c1ccc(N3CCOCC3)cc1)C2 (stereo not given)	2.0	0.0	-3	-2
COc1ccc(C2C(C(=O)N(C)C)=C(C)Nc3nc4ccccc4n32)cc1OC (stereo not given)	0.4	-0.1	-1	7
Oc1c(Cl)cc(Cl)c2cccnc12	-1.2&0.2&-0.5	-0.1&-0.2&0.3	-4&2&23	2
O=c1c2ccccc2nc(SCc2cccc(Br)c2)n1CCC1=CCCCC1	-0.6	-0.2	-3	2
COc1ccc(S(=O)(=O)N2CCCCC2)cc1NC(=O)c1cccnc1SC	1.2	0.1	-3	-15
C[C@@H]1NC(=O)[C@@H]2C[C@H](NC(=O)c3sccc3Cl)CN2C1=O	0.9	0.0	-4	1
O=c1c2ccccc2nc2ccc(N3CCOCC3)nn12	-0.6	0.0	-2	-29
CCc1nccn1S(=O)(=O)c1ccc2ccc(C)cc2c1	0.8	0.0	12	-3
NC(=O)c1c(NC(=O)c2ccc(S(=O)(=O)N3CCCC3)cc2)sc2c1CCCC2	-0.5	0.2	-1	15
CCCOC(=O)c1c(NC(=O)c2cc(-c3ccc(CC)cc3)nc3ccccc23)sc2c1CCC(C)C2 (stereo not given)	-0.8	0.0	5	-3
Cc1ccc(NC(=O)Cn2cnc3sc(C(=O)N4CCN(c5ccccc5F)CC4)c(C)c3c2=O)cc1Cl	0.3	-0.1	-2	2
COc1ccc(CNc2cccc(C(=O)O)c2C)c(OC)c1	-8.6	0.0	-2	0
Cc1ccc(Cn2c(=O)c3c(nc(N4CCN(C)CC4)n3C)n(C)c2=O)cc1	-0.6	0.5	14	-4
O=C(Cn1ncc2c(Cl)cccc21)NCc1cccc(Br)c1	6.5*	-0.1	0	-9
CCOc1ccc(S(=O)(=O)N/N=C(\C)c2ccc3c(c2)OCCO3)cc1	-1.2	0.0	9	6
C=CCN(C(=O)c1csnn1)C(C(=O)NCc1ccc(F)cc1)c1cccs1 (stereo not given)	-0.4	-0.1	-8	5
Nn1c(SCC(=O)O)nnc1-c1ccccc1	-0.7	-0.4	-13	1
O=C(OC(c1ccccc1)c1nccc2ccccc12)c1ccccc1 (stereo not given)	-0.3	0.0	9	72*
COc1cccc(-n2c(C)c(C)n3c4c(=O)n(CC(C)=O)c(=O)n(C)c4nc23)c1	-1.8	0.0	-4	-5
CC(=O)c1c(C)n(CC(=O)N2CCOCC2)c2ccccc12	1.9	0.0	7	6
Cc1ccccc1NC(=O)CCNS(=O)(=O)c1ccc2c(c1)oc(=O)n2C	0.5	0.2	2	-8
CCn1ccnc1[C@@H]1C[C@H]2CN(Cc3cccnc3)C(=O)[C@]23CCCN13	-0.2	-0.2	-2	1
COc1ccc(S(=O)(=O)Nc2ccc(S(=O)(=O)Nc3ccc(F)cc3)cc2)cc1	1.5	0.9	2	3

Some entries already given, reduced to MITF inh, FBW7 act and GPR151 ag.
structure | MITF inh | FBW7 act | GPR151 ag
O=C(OC(c1ccccc1)c1nccc2ccccc12)c1ccccc1 (stereo not given) | 9 | 0.0 | -0.3
COc1cccc(-n2c(C)c(C)n3c4c(=O)n(CC(C)=O)c(=O)n(C)c4nc23)c1 | -4 | 0.0 | -1.8
CC(=O)c1c(C)n(CC(=O)N2CCOCC2)c2ccccc12 | 7 | 0.0 | 1.9
Cc1ccccc1NC(=O)CCNS(=O)(=O)c1ccc2c(c1)oc(=O)n2C | 2 | 0.2 | 0.5
CCn1ccnc1[C@@H]1C[C@H]2CN(Cc3cccnc3)C(=O)[C@]23CCCN13 | -2 | -0.2 | -0.2

Remaining list, next part:
SMILES	GPR151 ag	FBW7 act	MITF inh	TEAD-YAP block
CCOC(=O)c1sc2nc(SCC(=O)Nc3cccc(C(F)(F)F)c3)n(CCc3ccccc3)c(=O)c2c1C	-0.3	0.0	-1	-1
O=C(CCN1CCN(Cc2ccccc2)CC1)Nc1cccc(Cl)c1	1.0	0.2	-1	7
CC(C)(C)c1cc(C(=O)N2CCC(c3c(S(C)(=O)=O)cnc4ncnn34)CC2)n[nH]1	1.0	0.0	6	3
Cc1ccccc1C1C(C#N)=C(N)N(N2CCOCC2)C2=C1C(=O)CC(C)(C)C2 (stereo not given)	0.8	0.0	-1	-10
CC1=CCC2C(=O)N(c3ccc(C(=O)OCC(=O)c4ccc(Cl)cc4)cc3)C(=O)C2C1 (stereo not given)	-0.4	-0.1	-2	-10
COc1ccc(/C=N/Nc2nc3c(c(=O)n(C)c(=O)n3C)n2CC(O)COC(C)C)cc1 (stereo not given)	-0.8	0.2	16	11
COC(=O)Oc1ccc2c(C)cc(=O)oc2c1	-0.2	-0.3	-6	-9
Cc1cc(NC(=O)CCNC(=O)Cn2cnc3ccccc3c2=O)no1	0.2	0.0	6	-7
CCC1CCCCN1CCCNC(=O)C1c2ccccc2C(=O)N(C)C1c1cccs1 (stereo not given)	0.2	0.6	7	8
O=C(CSc1nnc(NCc2ccccc2)s1)N1CCc2ccccc21	1.1	0.4	9	0
